Assay outcomes: PubChem BioAssay, several laboratories
RmlCD inh 1536: M. tuberculosis RmlC/RmlD coupled enzyme inhibitors, primary screen, biochemical, compound mixtures, 384-well, from 1536-well plates. RmlC+RmlD coupled enzyme assay, percent inhibition; primary screen in compound mixtures. 0.03% of 160,000 active. dTDP-4-dehydrorhamnose reductase (Mycobacterium tuberculosis (strain ATCC 25618 / H37Rv)) …. inhibition, % at 3.6 µM; in the data active means inhibition mostly above about 34%, no sharp cut-off; further: some results filed as inactive read as strong as hits
Target sequence (P9WH09 whole entry, looked up): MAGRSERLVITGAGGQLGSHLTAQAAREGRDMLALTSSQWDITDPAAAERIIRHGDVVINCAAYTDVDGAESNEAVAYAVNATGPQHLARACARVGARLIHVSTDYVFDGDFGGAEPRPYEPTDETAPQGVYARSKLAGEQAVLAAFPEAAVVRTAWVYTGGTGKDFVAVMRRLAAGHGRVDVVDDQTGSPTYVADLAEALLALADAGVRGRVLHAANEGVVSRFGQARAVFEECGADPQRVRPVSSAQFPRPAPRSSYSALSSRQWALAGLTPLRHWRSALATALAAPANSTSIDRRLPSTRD
Target sequence (P9WH11 whole entry, looked up): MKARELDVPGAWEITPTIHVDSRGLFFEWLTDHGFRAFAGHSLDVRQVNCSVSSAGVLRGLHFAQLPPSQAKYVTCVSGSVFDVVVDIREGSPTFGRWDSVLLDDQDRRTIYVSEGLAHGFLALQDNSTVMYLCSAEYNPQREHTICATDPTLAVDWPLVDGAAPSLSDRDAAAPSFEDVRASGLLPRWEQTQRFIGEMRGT
M. tuberculosis GlmU: inhibition of mycobacterial GlmU enzyme – biochemical, glucosamine-1-phosphate acetyltransferase (AID 1376); M. tuberculosis GlmU acetyltransferase enzyme assay; higher % means a stronger effect; one-dose inhibition, %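 (tested at 30 µM in the primary screen)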; IC50 in µM for titrated hits; 0.25% of 220,000 active; in the data active means inhibition above about 13%;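 further: 0% = complete reaction with vehicle and 100% = reaction without substrate; strong numbers were not always called active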
Active calls of the source: *; / = no result given.

SMILES	RmlCD inh 1536	M. tuberculosis GlmU
Fc1cccc(F)c1CN1CCN(c2ncccn2)CC1	/	-5.7%
COc1ccc(Cl)cc1NC(=O)CN1CCC(n2nnc3cc(F)ccc32)CC1	-2	2.4%
CCOC(=O)c1ccc(NC(=O)C(=O)NCc2ccc(/C=C(/C#N)C(=O)NCCOC)o2)cc1	-16	-2.3%
CS(=O)(=O)N(CC(=O)N1CCN(c2ccccc2)CC1)c1cccc(Br)c1	13	18%
Cc1c(NC(=O)C(C)OC(=O)/C=C/c2ccco2)c(=O)n(-c2ccccc2)n1C (stereo unspecified)	-8	-1.8%
Cc1cc(NS(=O)(=O)c2ccc(NC(=O)c3oc4ccccc4c3C)cc2)no1	6	-6.4%
COc1ccc(C2C(C(=O)c3ccco3)=C(O)C(=O)N2CCOCCO)cc1OC (stereo unspecified)	-11	-0.6%
CC(NC(=O)C(CC(=O)OC(C)(C)C)NC(=O)OC(C)(C)C)C(N)=O (stereo unspecified)	/	-7.3%
CCCCCCc1cc2cc(C(=O)Nc3ccc(OC)cc3)c(=O)oc2cc1O	/	-1.3%
CC(=O)Cc1cc(O)c2ccccc2c1OC(=O)c1ccc(Br)cc1	/	1.8%
Cc1ccc(/C=C2/SC(=S)N(c3ccc(S(=O)(=O)Nc4nccs4)cc3)C2=O)cc1	6	5.3%
Cc1cc(-n2c(C)cc(C(=O)COC(=O)CN=C3NS(=O)(=O)c4ccccc43)c2C)no1	-1	2.2%
COc1ccc2c(c1)C(=O)N(c1ccc(C)cc1C)C(=O)C2	-6	-10%
O=C(CCCOc1ccc(Cl)cc1)NCC1CCCO1 (stereo unspecified)	/	1.5%
CC1CC(C)CN(CCCOc2ccccc2[N+](=O)[O-])C1 (stereo unspecified)	/	2.7%
COC(=O)c1c(NC(=O)C2COc3ccccc3O2)sc2c1CCN(Cc1ccccc1)C2 (stereo unspecified)	6	-6.0%
CCCNc1nc(Nc2ccc(C)cc2)nc(N2CCCC2)n1	-3	-1.1%
CC1(c2nnc(Cc3ccccc3)o2)CC(c2ccc(Br)cc2)=NO1 (stereo unspecified)	/	3.5%
CC(C)CN(C(=O)COC(=O)Cc1c[nH]c2ccccc12)C1CCS(=O)(=O)C1 (stereo unspecified)	/	-3.5%
CCS(=O)(=O)N1CCCC(C(=O)NCCCOC)C1 (stereo unspecified)	/	-6.7%
COc1ccc(S(=O)(=O)N(CC(=O)Nc2ccc3c(c2)OCO3)c2ccccc2OC)cc1	/	0.9%
CN(c1ccccc1)S(=O)(=O)c1ccc(Cl)c(C(=O)Nc2nn[nH]n2)c1	6	-6.8%
CC(C)C(NC(=O)c1ccc(C(C)(C)C)cc1)C(=O)OCC(=O)NC(=O)Cc1ccccc1 (stereo unspecified)	12	-4.1%
O=c1[nH]c(-c2ccc(Cl)cc2)nc(=S)[nH]1	9	-1.9%
C=CCn1c(O)c(/C=N/NC(=O)c2ccncc2)c(=O)[nH]c1=O	-5	-0.3%
SMILES	RmlCD inh 1536	M. tuberculosis GlmU
CN1CCN(S(=O)(=O)c2ccc(Oc3ccc(F)cc3Br)nc2)CC1	40	-7.5%
FC(F)(F)c1cccc(Cn2nnnc2-c2cc(Cl)cc(Cl)c2)c1	-9	5.4%
COC(=O)c1ccc(NC(CC(C)C)C(=O)OC)c([N+](=O)[O-])c1 (stereo unspecified)	-7	-0.8%
CCCC(=O)N/C(N)=N/c1nc2ccccc2o1	/	9.4%
O=C(Nc1nncs1)c1cccc(S(=O)(=O)N2CCCCC2)c1	-9	-3.0%
CC(C)=CCc1c(O)ccc2c1OC(c1ccc(O)c(O)c1)CC2=O (stereo unspecified)	-12	4.3%
COC(=O)C1=NN(C(=O)c2cccc(Cl)c2)C(O)(C(C)(C)C)C1 (stereo unspecified)	-6	-0.7%
CCOC(=O)CSc1nnc(NCC(=O)OC(C)C)c(=O)[nH]1	/	-1.4%
Cn1nccc1C(=O)N/N=C/c1ccccc1[N+](=O)[O-]	-9	-0.6%
O=C(O)CCN1C(=O)C2C3c4ccccc4C(c4ccccc43)[C@@H]2C1=O (stereo partly specified)	7	-1.4%
COc1ccc(-c2csc(N3C(=N)SCC3=O)n2)cc1	4	2.6%
O=C(/C=C/c1ccc(Cl)cc1)NCc1ccco1	7	-0.2%
CCOc1ccc(C(=O)O/N=C(\N)c2ccc([N+](=O)[O-])cc2)cc1OCC	-6	-4.3%
COC(=O)c1nc2n(n1)C(c1ccccc1OC)C1=C(CCCC1=O)N2 (stereo unspecified)	-8	1.7%
Cc1ccc(-c2ccc(=O)n(CC(=O)NCc3ccco3)n2)cc1	/	-3.2%
O=C1CC(N2CCN(c3ccc(F)cc3)CC2)C(=O)N1c1ccccc1 (stereo unspecified)	8	4.5%
COc1ccc(COc2cc(-c3cccc(OC)c3)nc3ccc(NC(=O)c4ccc(C)cc4)cc23)cc1	/	1.9%
O=C1NC2(CCCCC2)C(=O)N1Cc1cc(=O)n2ccsc2n1	-14	9.3%
COc1cc(NC(=O)N[C@@H](Cc2ccccc2)C(=O)O)cc(OC)c1	/	4.1%
CC(=O)N1CCN(CC(=O)Nc2c(Cl)ccc(C)c2Cl)CC1	8	-5.8%
CCOCCCn1cnc2c([nH]c3cc(OC)ccc32)c1=O	-13	3.7%
CCCCc1ccc(NC(=S)NCc2cccnc2)cc1	-10	-0.9%
COc1cccc(NC(=O)NCCCSC2CCCCC2)c1	/	3.7%
Nc1nnc(N2CCCCCC2)s1	-3	-2.0%
Cc1cc(C)c(NC(=O)c2cc(=O)c3ccccc3o2)c(C)c1	4	-6.3%

Taken from above:
In M. tuberculosis GlmU, Cc1ccc(-c2ccc(=O)n(CC(=O)NCc3ccco3)n2)cc1 has -3.2%
In RmlCD inh 1536, COC(=O)c1ccc(NC(CC(C)C)C(=O)OC)c([N+](=O)[O-])c1 (stereo unspecified) has -7

Returning to the listing, repeating the 3 entries before the break.
SMILES	RmlCD inh 1536	M. tuberculosis GlmU
COc1cccc(NC(=O)NCCCSC2CCCCC2)c1	/	3.7%
Nc1nnc(N2CCCCCC2)s1	-3	-2.0%
Cc1cc(C)c(NC(=O)c2cc(=O)c3ccccc3o2)c(C)c1	4	-6.3%
Cc1cs/c(=N\N=C2CCCCC2)n1Cc1ccco1	5	1.3%
CCN(CC)CCC(c1ccc2c(c1)OCO2)c1c(OC)cc(OC)c2ccc(=O)oc12 (stereo unspecified)	-11	-0.6%
CCCCNC(=O)NNC(=O)c1ccco1	-12	-0.3%
COc1ccccc1NC(=O)N(Cc1cccs1)Cc1cc2cc3c(cc2[nH]c1=O)OCO3	-5	0.0%
COc1cccc(C(=O)CN2CCN(S(=O)(=O)c3ccc(Br)cc3)CC2)c1	-3	2.1%
COc1ccc(-c2noc(CCC(=O)NCCN(C)Cc3ccccc3)n2)cc1	32	6.0%
O=C(NC1CCCC1)C1CCN(S(=O)(=O)c2cccc3cccnc23)CC1	/	1.2%
CC1=NN(c2nc(C)cc(C)n2)C(=O)C1CCC(C)C (stereo unspecified)	6	-3.9%
COc1cc2[nH]c(=S)n(C3CC3)c(=O)c2cc1OC	-7	-1.8%
CN(CCOc1ccccc1)CC(=O)Nc1cccc(Br)c1	/	-1.9%
O=C(NCc1ccc2c(c1)OCO2)c1cccnc1	/	-3.6%
CCCOc1ccc(C(C)=O)cc1CC(C(=O)OCC)C(=O)OCC	/	7.2%
CCOC(=O)N1CCN(C(=O)CNC(=O)c2nn(-c3ccc(OC)cc3)c(=O)c3ccccc23)CC1	-2	2.1%
Cc1cc(C)cc(Oc2ccc(N)cc2)c1	-17	-2.0%
Cc1ccc(C)c(SCC(=O)c2ccc[nH]2)c1	-11	0.4%
O=C(c1ccc(F)cc1)N(Cc1ccccc1)C1CCS(=O)(=O)C1 (stereo unspecified)	/	0.6%
CCCOC(=O)c1[nH]c2c(c1C)C(=O)CC(c1ccc(OC)c(OC)c1)C2 (stereo unspecified)	/	1.3%
COc1ccc(NC(=O)Cn2c(=O)n(-c3ccccc3)c(=O)c3oc4ccccc4c32)c(OC)c1	11	-6.5%
N[C@@H](Cc1cc(I)c(Oc2cc(I)c(O)c(I)c2)c(I)c1)C(=O)O	/	3.7%
COc1ccc(CCNCC(=O)Nc2ccc(C)c(S(=O)(=O)N(C)C)c2)cc1	5	0.0%
N#Cc1ccsc1NC(=O)CN1CCCCC1	/	-2.7%
CCN1C(=O)c2cccc3c(S(=O)(=O)Nc4ccc(OC)cc4OC)ccc1c23	30	/
Cc1cc(NC(=O)CSc2nc3ccsc3c(=O)n2Cc2ccccn2)n[nH]1	1	1.6%
O=C(C1CCN(S(=O)(=O)N2CCC3(CC2)OCCO3)CC1)N1CCCCC1	3	0.3%
Cc1ccnc(SCc2cc(=O)c(OC(=O)c3ccc(Br)o3)co2)n1	9	-7.8%

One compound at a time, from the list above. Screens in order: RmlCD inh 1536, M. tuberculosis GlmU
Record of `Cc1ccc(/C=C2/SC(=S)N(c3ccc(S(=O)(=O)Nc4nccs4)cc3)C2=O)cc1` → 6, 5.3%
Record of `Fc1cccc(F)c1CN1CCN(c2ncccn2)CC1` → /, -5.7%
Record of `O=C(NCc1ccc2c(c1)OCO2)c1cccnc1` → /, -3.6%
Record of `N[C@@H](Cc1cc(I)c(Oc2cc(I)c(O)c(I)c2)c(I)c1)C(=O)O` → /, 3.7%
Record of `COc1ccccc1NC(=O)N(Cc1cccs1)Cc1cc2cc3c(cc2[nH]c1=O)OCO3` → -5, 0.0%

Further results
SMILES	RmlCD inh 1536	M. tuberculosis GlmU
COC(=O)CN(c1ccccc1)S(=O)(=O)c1cc(Br)ccc1OC	/	-4.8%
CCOC(=O)c1ccc2c(c1)n(CC)c(C)[n+]2CC	8	0.2%
CSC(=CC(=O)c1ccc(F)cc1)SC	0	-0.4%
CCc1ccc(S(=O)(=O)NCCc2cn3ccsc3n2)s1	6	3.5%
O=C(Cn1nc(C(F)(F)F)c2c1CCC2)NCc1ccc(F)cc1	-10	1.1%
Cc1ccc(Nc2nc(N)nc(CN3CCC(C)CC3)n2)c(C)c1	/	4.4%
Cc1csc(NC(=O)CS(=O)(=O)Cc2ccccc2)n1	/	-3.4%
COC(=O)Nc1sc2c(c1C(=O)N1CCOCC1)CCC(C)C2 (stereo unspecified)	-6	-4.5%
O=C(O)c1ccc(CN2C(=O)c3ccccc3S2(=O)=O)cc1	8	1.5%
Cc1nc2ccccc2c2c1CC(C(C)(Cl)Br)O2 (stereo unspecified)	4	0.4%
Cn1cc(S(=O)(=O)CC(=O)N2CCc3ccccc32)c2ccccc21	-7	-4.0%
COc1cccc(-n2c(Cc3cc(=O)[nH]c(=O)[nH]3)nnc2SCC(=O)NC2CCCC2)c1	-4	1.7%
CC(=O)c1ccc(N2CCN(C(=O)c3ccc4nc[nH]c4c3)CC2)cc1	/	5.9%
COc1ccc(Cc2nc(-c3cccs3)no2)cc1	4	-2.7%
O=C(N/N=C/c1cccc([N+](=O)[O-])c1)C1CC(=O)N(c2ccc(F)cc2)C1 (stereo unspecified)	/	7.0%
O=C(NC1CCN(C(=O)Nc2cccc(F)c2)CC1)C1CCCCC1	26	-1.0%
Cc1ccc(S(=O)(=O)N2CCN(C(=O)COc3ccc(-c4nnco4)cc3)CC2)cc1	12	2.6%
CCO[C@@H]1OC(C(=O)N2CCN(C)CC2)=C[C@H](c2csc3ccccc23)[C@H]1CCCO	/	0.9%
O=C(c1nc2ccccc2s1)N1CCSCC1	/	-4.1%
Cc1cc(NC(=O)CSc2nnc(CNc3cccc(C(F)(F)F)c3)n2Cc2ccco2)no1	-3	-2.2%
O=C1CN(/N=C/c2ccc([N+](=O)[O-])o2)C(=O)N1	/	0.6%
COc1cccc(C(=O)Oc2cc(N)n(S(=O)(=O)c3ccc(C)cc3)n2)c1OC	-5	-1.8%
c1ccc2c(c1)CCCn1nnnc1-2	6	1.7%
CCCCSc1[nH]c(=O)c(C(=O)OCC)cc1C#N	3	0.8%
COC(=O)c1sc(SC)c(S(=O)(=O)C(C)C)c1N	1	5.2%

Next section; the last three above are carried over.
SMILES	RmlCD inh 1536	M. tuberculosis GlmU
c1ccc2c(c1)CCCn1nnnc1-2	6	1.7%
CCCCSc1[nH]c(=O)c(C(=O)OCC)cc1C#N	3	0.8%
COC(=O)c1sc(SC)c(S(=O)(=O)C(C)C)c1N	1	5.2%
CCCCOc1ccc(C(=O)Nn2c(-c3cccs3)nc3ccccc3c2=O)cc1	8	3.5%
Cc1c(NC(=O)CN2C(=O)c3cccc4cccc2c34)c(=O)n(-c2ccccc2)n1C	4	-1.7%
CC1(C)CC(=O)C(C(=O)c2ccccc2)C(=O)C1	-7	4.3%
O=C(CCl)Nc1cccc(CP(=O)(c2ccccc2)c2ccccc2)c1	-13	0.3%
Cc1cc(/C=C2\SC(=S)NC2=O)c(C)n1-c1cccc(O)c1	7	1.9%
Cc1ccc(-c2cc(C(=O)OCC(=O)Nc3cc(C)on3)c3ccccc3n2)c(C)c1	41	0.8%
Cc1ccc(C(O)P(=O)(OC(C)C)c2ccc(N(C)C)cc2)cc1 (stereo unspecified)	/	2.6%
CC(C)Cc1nnc(NC(=O)Cc2cccs2)s1	10	4.5%
CCCCn1nc2cc(C(=O)NCc3cc(C(F)(F)F)cc(C(F)(F)F)c3)ccc2c1OCC	/	-1.1%
Cn1nc(C(F)(F)F)cc1C(=O)O	/	-3.1%
CN(C)c1ccc(N/C=C/C(=O)c2ccccc2)cc1	/	-0.1%
O=C1CN(c2nc(-c3cccnc3)nc3scc(-c4ccccc4)c23)CCN1	-9	-2.7%
O=C(NCc1cccnc1)c1cc(-c2cccs2)on1	6	/

The list is partial. The share of hits here may be higher or lower than overall.
